# Salmonella PhoP GFP = PhoP regulon inhibitors, Salmonella typhi PhoP promoter GFP reporter, confirmatory (AID 1850) | Salmonella Typhi PhoP-promoter GFP reporter, fluorescence, 4 h; higher % means a stronger effect | hit rate 0.33% among 310,000 | inhibition, % at 50 µM, or IC50 in µM where a hit was titrated; in the data active = a potency from the dose series; inconclusive = inhibition mostly from about 25% at the one dose, without a potency; inactive = the rest, 99 in 100 with inhibition below about 19%;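 also: 0% = induced wells with vehicle and 100% = uninduced wells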
# M. tuberculosis HTS = M. tuberculosis growth inhibition, HTS (AID 449762); M. tuberculosis H37Rv growth inhibition, 7H9 media; higher % means a stronger effect; inhibition, % at 25 µM, or IC50 in µM where a hit was titrated; hit rate 0.59% among 330,000; in the data active = a potency from the dose series; inconclusive = inhibition above about 70% without an active follow-up result;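 also: bacterial growth assessed after seven days of incubation; strong numbers were not always called active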
# tuberculosis growth = growth inhibition of non-replicating M. tuberculosis (AID 488890). Mycobacterium tuberculosis non-replicating, growth inhibition; higher % means a stronger effect. inhibition, % at 25 µM, or IC50 in µM where a hit was titrated. hit rate 0.39% among 320,000; in the data active = a potency from the dose series; inconclusive = inhibition mostly from about 82% at the one dose, without a potency; inactive = the rest, 99 in 100 with inhibition below about 76%;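 also: plate controls were DMSO cells for no effect and high antibiotic wells for full effect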
# inhibitors of VEEV = inhibitors of VEEV TC-83 cytopathic effect, confirmation, Vero cells (AID 588727); Vero cells, VEEV TC-83 cytopathic effect inhibition; higher % means a stronger effect; inhibition, % at 20 µM, or IC50 in µM where a hit was titrated; hit rate 0.13% among 350,000; in the data active = a potency from the dose series; inconclusive = inhibition mostly from about 14% at the one dose, without a potency; inactive = the rest, 99 in 100 with inhibition below about 12%; also: strong numbers were not always called active
# H1N1 NS1A inhibition = H1N1 influenza NS1A inhibitors, functional cell based assay (AID 504329); one-dose inhibition, % at 12.5 µM; IC50 in µM for titrated hits; hit rate 0.3% among 340,000; NS1A functional cell-based assay, percent inhibition; higher % means a stronger effect; in the data active = a potency from the dose series; inconclusive = inhibition above about 27% without an active follow-up result; also: strong numbers were not always called active
# inhibitors of VEEV 10K pilot screen = also measured in inhibitors of VEEV; calls as there; inhibition, %; measured here: 10K pilot screen inhibition
# Numbers without * were called inactive; i = inactive; ? = inconclusive; nt = no result given.
SMILES,Salmonella PhoP GFP,M. tuberculosis HTS,tuberculosis growth,inhibitors of VEEV,H1N1 NS1A inhibition,others
Cc1ccc(CNC(=O)CCS(=O)(=O)c2ccc3nc(C)sc3c2)cc1,-3%,-8%,-5%,i,-3%,
O=C1N/C(=N/N=C/c2ccco2)SC1Cc1ccccc1 (stereo not given),-8%,17%,68%,1.0%,-11%,
Cc1cc(NC(=O)CSc2nnc(Cc3cccn3C)n2CCc2ccccc2)no1,-17%,-10%,nt,i,6%,
COc1cc(OC)c(OC)cc1CNCc1ccc2c(c1)OCO2,-3%,-2%,17%,i,-7%,
COC(=O)c1cc(NC(=O)c2c(C)noc2C)ccc1N1CCOCC1,-6%,0%,-20%,1.5%,-9%,
O=C(/C=C/c1ccccc1)Nn1c(-c2cccs2)nc2ccccc2c1=O,-4%,11%,-5%,3.9%,3%,
COC(=O)C1=C(C)NC(=O)C1(NS(=O)(=O)c1ccc(NC(C)=O)cc1)C(F)(F)F (stereo not given),7%,4%,5%,2.7%,11%,
COc1ccc(OC)c(/C=N/NC(=O)CNC(=O)c2cccc3ccccc23)c1,-8%,4%,-5%,8.3%,-2%,
O=C(O)c1cccc2cccnc12,16%,-3%,-41%,0.5%,1%,
C[C@H](NC(=O)c1[nH]cnc1C(=O)Nc1ccc(Cl)cc1)C(=O)OC(C)(C)C,-4%,41%,53%,4.9%,-6%,
Cc1ccc(S(=O)(=O)N(C)C)cc1NC(=O)COC(=O)C1COc2ccccc2O1 (stereo not given),3%,6%,2%,2.1%,-4%,
COc1ccc(/C=C/C(=O)Nc2cc(=O)n(C)c(=O)n2C)cc1,-9%,0%,-1%,3.4%,-8%,
CC(C)(C)c1ccc(-c2conc2N)cc1,-5%,7%,23%,1.7%,1%,
Cc1[nH]c(=O)[nH]c(=O)c1S(=O)(=O)Nc1ccc(S(N)(=O)=O)cc1,-4%,-8%,7%,0.9%,-2%,
CCc1ccc(S(=O)(=O)NC(=S)Nc2ccccc2)cc1,10%,7%,-2%,1.2%,0%,
O=c1[nH]c(O)c(N=Nc2cccc(S(=O)(=O)N3CCOCC3)c2)c(=O)[nH]1,-11%,7%,12%,i,-3%,
C=CCn1c(SCC(N)=O)nnc1-c1ccccc1O,-10%,-6%,-4%,i,2%,
CC(C)(C)N1CC(C(=O)Nc2cccc(Cl)c2Cl)CC1=O (stereo not given),3%,4%,-11%,i,0%,
COC(=O)Nc1nc2ccc(Sc3ccccc3)cc2[nH]1,4%,8%,7%,11%,2%,
O=S1(=O)CCN=C2SC3=C(CCCC3)N21,-1%,-9%,-4%,0.2%,6%,
CNC(=S)N/N=C/c1cn(CCOc2ccccc2OC)c2ccccc12,-3%,7%,-26%,8.3%,2%,
CC(=O)Nc1ccc(Br)c(Cl)c1,-29%,-9%,15%,0.4%,-2%,
O=C(Cn1ncn2c(cc3ccccc32)c1=O)NCCC1=CCCCC1,13%,-1%,1%,0.6%,1%,
CC1(C)C(=O)Nc2ccccc2N1C(=O)COc1ncnc2ccccc12,2%,-9%,1%,0.7%,6%,
Cc1ccccc1N(C(=O)CCCC(=O)Nc1ccccn1)C(C(=O)NC1CCCC1)c1ccc(O)cc1 (stereo not given),2%,0%,24%,5.2%,-6%,
CC(=O)N1CCc2cc(S(=O)(=O)NCC(=O)NCc3ccc(F)cc3)ccc21,5%,3%,-1%,i,2%,
O=C(Nc1ccc(N2CCOCC2)c(Cl)c1)c1ccccc1F,28%,11%,10%,2.3%,5%,
COc1cccc(NC(=O)C(Sc2nnc3ccccn23)c2ccccc2)c1 (stereo not given),-8%,-9%,-4%,1.3%,-1%,
COC(=O)[C@H]1[C@H](CCc2ccccc2)NC(=O)N(Cc2ccccc2)[C@@H]1C,0%,-8%,3%,1.7%,3%,
CCOC(=O)C1CCCN(c2nc3ccccc3nc2C(C#N)C(=O)OCCOC)C1 (stereo not given),5%,8%,23%,7.9%,-1%,
O=S(=O)(Nc1cc(Cl)ccc1-n1cncn1)c1ccccc1Cl,nt,4%,43%,2.5%,0%,
CCN(CC)C(=O)Cn1c(=O)n(Cc2ccc(F)cc2)c(=O)c2sccc21,4%,-9%,-7%,1.1%,-3%,
Fc1cc2[nH]cnc2cc1Cl,5%,-3%,-10%,0.6%,6%,
C/C(CC(=O)NC1CCCC1)=N\NC(=O)Cc1csc(N)n1,-2%,0%,-15%,0.1%,0%,
Cc1cc(C(=O)Nc2c(F)cc(F)cc2Br)cs1,0%,-5%,9%,2.9%,-8%,
CCn1nc(C)c(/C=C/C(=O)Nc2ccc(C)cc2C)c1C,-7%,-2%,11%,2.0%,1%,
COc1cc(-c2nc(-c3cccc(C)c3)no2)cc(OC)c1OC,12%,?,26%,8.8%,-2%,
COc1ccc(C(CNC(=O)C2CC(=O)N(Cc3ccc(C)cc3)C2)N(C)C)cc1 (stereo not given),-1%,-17%,-10%,5.3%,-3%,
CN(c1ccc(OC(=O)CC2OC(=O)c3ccccc32)cc1)S(=O)(=O)c1ccccc1 (stereo not given),nt,-5%,5%,1.4%,-3%,
c1cncc(C(c2nnnn2C2CCCCC2)N2CCCCC2)c1 (stereo not given),-2%,2%,1%,0.6%,-3%,

# 4 structures already listed, sorted by count of non-hydrogen atoms, descending.
SMILES,Salmonella PhoP GFP,M. tuberculosis HTS,tuberculosis growth,inhibitors of VEEV,H1N1 NS1A inhibition,others
COC(=O)[C@H]1[C@H](CCc2ccccc2)NC(=O)N(Cc2ccccc2)[C@@H]1C,0%,-8%,3%,1.7%,3%,
O=C(Cn1ncn2c(cc3ccccc32)c1=O)NCCC1=CCCCC1,13%,-1%,1%,0.6%,1%,
C/C(CC(=O)NC1CCCC1)=N\NC(=O)Cc1csc(N)n1,-2%,0%,-15%,0.1%,0%,
Fc1cc2[nH]cnc2cc1Cl,5%,-3%,-10%,0.6%,6%,

# (listing goes on)
SMILES,Salmonella PhoP GFP,M. tuberculosis HTS,tuberculosis growth,inhibitors of VEEV,H1N1 NS1A inhibition,others
O=C(CN(C(=O)c1csnn1)c1ccccc1C(F)(F)F)NC1CCCCC1,4%,6%,11%,0.1%,-1%,
Cn1cccc1C(=O)OCC(=O)NCCc1ccccc1,nt,-5%,-13%,1.1%,1%,
COc1ccc(CNC(=O)CCCCCNc2nc(=S)[nH]c3ccccc23)cc1,1%,4%,14%,1.8%,-9%,
Cc1c(C)n2c(SCC(=O)N3CCC(C)CC3)nnc2[nH]c1=O,0%,-7%,-2%,1.3%,-12%,
c1ccn2cc(CSC3=NCCS3)nc2c1,3%,12%,1%,0.5%,-12%,
CCC(=O)N1CCc2cc(S(=O)(=O)CCC(=O)Nc3cccc(F)c3)ccc21,-2%,1%,46%,0.5%,2%,
COC(=O)CCS(=O)(=O)c1nc(-c2ccccc2)cc(C(F)(F)F)n1,-1%,?,2.2µM*,13%,0%,
Cc1sc2ncnc(NCC3CCCO3)c2c1C (stereo not given),-7%,-1%,2%,1.3%,7%,
NC(=O)C1(N2CCCCC2)CCN(C(=S)NC2CCCC2)CC1,2%,4%,12%,0.1%,11%,inhibitors of VEEV 10K pilot screen=0.4
CCOC(=O)N1CCC(NC(=O)c2cccc3c2C(=O)N(c2ccc(OC)cc2)C3)CC1,4%,0%,10%,10%,0%,
COc1cccc(CNc2nc(C(F)(F)F)nc3ccccc23)c1,8%,7%,6%,1.4%,1%,
CC1CCCC(NC(=O)COC(=O)c2ccc([N+](=O)[O-])o2)C1C (stereo not given),nt,?,54%,i,1%,
CC(=O)c1c(C)[nH]c(C(=O)NNC(=O)c2ccc(C)cc2)c1C,nt,-3%,-7%,2.0%,-10%,
COc1ccc(C2=NN(C(=O)CCC(=O)O)C(c3ccc(Br)cc3)C2)cc1 (stereo not given),-8%,4%,-9%,0.6%,-7%,
Cc1ccc(C(=O)NNC(=O)CSc2nnc(C(C)C)n2C)cc1,-11%,-2%,-10%,i,-9%,
O=C(/C=C/c1ccc2c(c1)OCO2)NCCSCc1cccc(Cl)c1,-2%,-1%,63%,0.7%,5%,
N#C/C(=C\c1ccc(N2CCCCC2)o1)C(=O)Nc1cccc(Br)c1,-11%,11%,19%,0.9%,-4%,
COC(=O)c1ccc(Cl)c(NC(=O)CN2CCC(C)CC2)c1,2%,5%,12%,0.5%,4%,
Cc1ccc(Oc2ccc(N)cc2)cc1,1%,?,73%,i,2%,
COc1ccc(NC(=O)CN(C)C(=O)CNC(=O)c2ccc3c(c2)OCO3)cc1,2%,0%,-16%,1.0%,-8%,
O=C1C2C3C=CC(C3)C2C(=O)N1Nc1ccccc1 (stereo not given),1%,-7%,-9%,i,9%,
CCOC(=O)c1cc2n(n1)C(C(F)(F)F)CC(C)N2 (stereo not given),-8%,-2%,-13%,0.2%,-1%,
O=C(COC(=O)c1n[nH]c2ccccc12)NCCc1ccccc1,nt,8%,4%,0.2%,-9%,
CC(C)NC(=O)CSc1nc(Cc2ccccc2)nc2ccccc12,2%,46%,3%,0.6%,0%,
Cc1c(C(=O)NCc2ccccn2)oc2ccc(S(=O)(=O)N3CCC4(CC3)OCCO4)cc12,0%,0%,50%,8.6%,1%,
COc1ccc(F)cc1CN1CCN(CC(=O)N2CCc3ccccc32)CC1,-2%,-4%,2%,i,7%,
COc1ccccc1NC(=S)NNC(=O)c1ccc(Cl)cc1Cl,-3%,7%,57%,8.4%,-1%,
CN(CC(=O)Nc1ccc(Cl)c(S(=O)(=O)N2CCOCC2)c1)C(=O)c1cccs1,nt,-8%,4%,1.2%,-4%,
COc1ccc(S(=O)(=O)N2CCOCC2)cc1NS(=O)(=O)/C=C/c1ccccc1,-7%,2%,-3%,3.2%,-3%,
Cc1cccc(C(=O)NC(=S)NCc2ccccc2)c1,6%,18%,64%,2.5%,7%,
COc1ccccc1NS(=O)(=O)c1cc(NC(=O)c2ccc(NC(C)=O)cc2)ccc1N1CCOCC1,nt,nt,nt,7.4%,-5%,
CCCC(=O)NC(=S)Nc1ccc(Cl)cn1,-4%,-5%,13%,4.1%,0%,
Cn1c(C(=O)OCC(=O)NCC2CCCO2)cc2sccc21 (stereo not given),-16%,5%,-3%,1.2%,4%,
CCOc1ccc(NC(=O)CSc2nncc(=O)[nH]2)cc1,-12%,?,?,2.0%,8%,
O=C(CSc1ccc2ccccc2c1)Nn1cnnc1,-3%,6%,1%,0.2%,-3%,
COC(=O)c1cccc(NC(=O)CSc2nnc(C)o2)c1,14%,4%,-3%,0.2%,10%,
c1ccc(-c2noc(CSc3nc4ccccc4o3)n2)cc1,3%,?,?,0.1%,-1%,
Cc1ccc(C)c(NC(=O)CN(C)C(=O)c2cccc(N3C(=O)CCC3=O)c2)c1,4%,1%,-14%,3.9%,-15%,
Cc1cccc(S(=O)(=O)Nc2nc3ccccc3nc2OC(C)C)c1,1%,1%,-3%,1.7%,-20%,
CCOC(=O)c1ccc(N2C(=O)CC(SCC(=O)Nc3ccc(S(N)(=O)=O)cc3)C2=O)cc1 (stereo not given),1%,3%,5%,i,8%,inhibitors of VEEV 10K pilot screen=1.7
Cc1ccc(S(=O)(=O)NC(C)(C)CSc2nncn2N)cc1,-8%,-3%,4%,0.8%,6%,
CC(C)C(NC(=O)C12CC3CC(CC(C3)C1)C2)C(=O)N/N=C/C1=C(N2CCOCC2)C(=C\c2cccc([N+](=O)[O-])c2)/CC1 (stereo not given),5%,-17%,50%,1.3%,0%,
CC(=O)c1cccc(NCC(=O)c2ccc(C)c([N+](=O)[O-])c2)c1,-2%,5%,1%,2.0%,22%,
COc1cccc(C(=O)CSc2nc3ccccc3n2CC(=O)N2CCOCC2)c1,-4%,1%,8%,1.9%,1%,inhibitors of VEEV 10K pilot screen=4.0
O=S1(=O)CCC(NS(=O)(=O)c2ccc3ccccc3c2)C1 (stereo not given),12%,-4%,-13%,0.8%,-7%,
O=C(Cc1ccc(S(=O)(=O)N2CCOCC2)s1)NCC(=O)Nc1ccccc1Br,2%,-3%,-14%,2.9%,-1%,
Cc1cc(C)cc(OCc2nnc(SCC(=O)N3CCN(c4ccccc4)CC3)o2)c1,1%,-4%,32%,1.2%,-6%,
Cn1c2ccccc2c2nnc(SCC(=O)Nc3cccc(O)c3)nc21,-2%,0%,4%,4.2%,4%,

# Random excerpt: three records from the list, in no set order.
SMILES,Salmonella PhoP GFP,M. tuberculosis HTS,tuberculosis growth,inhibitors of VEEV,H1N1 NS1A inhibition,others
O=S(=O)(Nc1cc(Cl)ccc1-n1cncn1)c1ccccc1Cl,nt,4%,43%,2.5%,0%,
CNC(=S)N/N=C/c1cn(CCOc2ccccc2OC)c2ccccc12,-3%,7%,-26%,8.3%,2%,
COC(=O)[C@H]1[C@H](CCc2ccccc2)NC(=O)N(Cc2ccccc2)[C@@H]1C,0%,-8%,3%,1.7%,3%,
